Screening data from PubChem.
Mot1-301 SUMO: inhibitors of SUMOylation pathway: yeast Mot1-301 growth rescue; S. cerevisiae Mot1-301 growth rescue, ATP luminescence, 38.5C; percent above DMSO median, 100 means doubled; growth rescue, % at 18.8 µM; hit rate 1% among 320,000; AID 2716;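 active means every valid replicate shows activation above 250% relative to neutral control wells; inactive means the rest, any valid replicate at or below 250%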;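 further: OY570 slx delta 5 strain wells were the positive control but not used for scaling; some compounds called inactive have numbers as strong as hits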
Keap1 Nrf2 FP: Keap1-Nrf2 (human) interaction inhibition. Keap1 Kelch-Nrf2 peptide fluorescence polarization, 1536-well. inhibition, % at 9.4 µM. hit rate 0.15% among 340,000. AID 504523; in the data active means inhibition above about 12%;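 further: human Keap1 Kelch domain with fluorescein labeled Nrf2 9mer peptide probe; 0% = neutral control wells and 100% = peptide positive control; higher means more block of Keap1 binding to Nrf2 peptide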
PfHsp90 set2: growth inhibition of yeast expressing Plasmodium Hsp90; inhibition, % at 9.4 µM; S. cerevisiae expressing PfHsp90, BacTiter-Glo ATP, 48 h; yeast lacking PDR1 and PDR3 efflux regulators; hit rate 0.32% among 310,000;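 active means every replicate shows inhibition above about 80%, whatever the replicate mean, limit read from the data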;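 further: 0% = DMSO neutral controls and 100% = 20 µM radicicol positive controls; yeast relying on Plasmodium falciparum Hsp90 in place of its own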
Cardiac RTF inh: cardiac RTF calcium desensitization; IANBD-labeled cardiac RTF, Ca2+ fluorescence; inhibition, % at 7.15 µM; hit rate 0.12% among 340,000; AID 493244;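 active means inhibition above the mean inhibition of all tested compounds plus 3 SD, cut at about 17% in these data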;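 further: assay run at fixed EC70 calcium of 1.6 mM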
C-LANA FP: inhibitors of KSHV LANA C-terminal domain DNA binding; hit rate 0.078% among 340,000; inhibition, % at 9 µM; AID 504423; MBP-C-LANA/FAM-LBS DNA binding, fluorescence polarization;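 active means highest replicate inhibition at or above 60% at 9 µM, even if other replicates fall short; inactive means all replicates below 60% inhibition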;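 further: 0% = neutral control wells and 100% = 4 µM acridine orange control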
CDK5 inh: blocks human CDK5/p35 kinase activity; Q00535+Q15078; Recombinant CDK5/p35, ADP-Glo luminescence, 60 min; inhibition, % at 10 µM; hit rate 0.01% among 330,000; AID 488839;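 active means highest replicate inhibition of at least 50% and at least 75% of replicates reaching 50%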;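 further: plate controls were DMSO neutral control for no effect and GW8510 at 10 µM for full effect; many of its hits are not listed in these tables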
Rtt109 Vps75: inhibitors of Candida albicans Rtt109/Vps75 histone acetyltransferase | Q5AAJ8 | purified Rtt109/Vps75, ThioGlo CoA-SH fluorescence, 4 h | inhibition, % at 34.9 µM | hit rate 0.16% among 330,000;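 active means inhibition of at least 50% in every replicate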
Target sequence (Q5AAJ8 whole entry, looked up): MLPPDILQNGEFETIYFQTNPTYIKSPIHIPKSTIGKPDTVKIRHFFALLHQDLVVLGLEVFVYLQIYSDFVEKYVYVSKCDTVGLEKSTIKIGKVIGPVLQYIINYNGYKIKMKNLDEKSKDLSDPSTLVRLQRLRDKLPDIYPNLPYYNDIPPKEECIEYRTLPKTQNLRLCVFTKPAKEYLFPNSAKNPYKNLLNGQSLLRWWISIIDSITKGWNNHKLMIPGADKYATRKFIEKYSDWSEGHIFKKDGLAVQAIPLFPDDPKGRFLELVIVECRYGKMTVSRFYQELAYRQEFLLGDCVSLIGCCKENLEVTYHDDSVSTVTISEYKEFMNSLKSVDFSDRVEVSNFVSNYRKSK
cardiac RTF act: increases calcium sensitivity of human cardiac regulated thin filaments; P19429+P45379; IANBD-labeled TnC RTF fluorescence at EC20 calcium; 0% EC20 calcium, 100% full calcium; activation, % at 7.2 µM; hit rate 0.24% among 340,000;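 active means activation above the mean over all tested compounds plus 3 SD, cut at about 30% in these data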;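 further: rise in fluorescence read as greater calcium sensitivity of cardiac thin filaments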
dFosB activator: activators of mouse delta FosB homodimer; activation, % at 25 µM; hit rate 0.99% among 340,000; P13346; purified delta FosB, TAMRA-CDK5 oligo fluorescence polarization; percent of positive-control signal above neutral wells; AID 493131;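 active means mean activation above about 17%, with every replicate also reaching it, limit read from the data, passing the limit was not always enough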;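 further: fluorescence polarization rise as delta FosB binds a TAMRA Cdk5 AP-1 oligo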
Target sequence (P13346 whole entry, looked up): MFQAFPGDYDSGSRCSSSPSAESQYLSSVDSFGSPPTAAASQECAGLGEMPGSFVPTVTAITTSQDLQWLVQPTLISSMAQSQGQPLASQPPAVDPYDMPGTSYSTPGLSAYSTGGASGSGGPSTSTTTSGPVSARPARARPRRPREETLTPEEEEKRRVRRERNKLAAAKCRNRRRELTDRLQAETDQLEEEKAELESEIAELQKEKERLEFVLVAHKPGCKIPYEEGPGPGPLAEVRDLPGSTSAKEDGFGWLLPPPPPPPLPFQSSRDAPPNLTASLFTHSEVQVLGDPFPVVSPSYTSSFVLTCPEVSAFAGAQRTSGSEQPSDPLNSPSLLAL
NSD2 inh: inhibitors of human histone methyltransferase NSD2; O96028; NSD2 peptide methylation, AlphaScreen, 120 min; inhibition, % at 12.5 µM; hit rate 0.54% among 310,000; in the data active means inhibition above about 50%
PvdQ inh: blocks Pseudomonas aeruginosa PvdQ acylase activity. purified PvdQ acylase, fluorescence plate reader. inhibition, % at 10 µM. hit rate 0.063% among 340,000. AID 488965; in the data active means inhibition above about 30%, passing the limit was not always enough;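 further: 0% = vehicle neutral wells and 100% = reference inhibitor wells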
* hit, by the source's call; / = not tested or not shown.

SMILES	Mot1-301 SUMO	Keap1 Nrf2 FP	PfHsp90 set2	Cardiac RTF inh	C-LANA FP	CDK5 inh	Rtt109 Vps75	cardiac RTF act	dFosB activator	NSD2 inh	PvdQ inh
O=C(NC(=S)NCCCN1CCOCC1)c1ccc(Br)cc1	/	1.7	-22.6	3.5	-0.3	-1.0	3.9	3.3	3.3	-1.1	-3.7
O=C(COc1ccc2ccccc2c1)N1CCN(C(=O)c2cccnc2)CC1	-5.1	-2.2	-1.6	-3.1	0.6	0.2	0.7	-1.8	11.9	0.6	-5.5
CCOC(=O)C1=C(C)Nc2ccc(C)cc2S1	-14.6	-3.4	28.1	4.2	-1.5	0.0	6.0	3.4	-2.2	2.4	-1.9
Cc1cc(NC(=O)CCCSc2nc(-c3ccco3)cc(C(F)(F)F)n2)n(-c2ccccc2)n1	258.5	-4.8	19.2	-9.2	4.2	0.4	-27.4	-4.2	-19.7	/	-9.1
Nc1nc(CN2CCN(Cc3ccc4c(c3)OCO4)CC2)nc(Nc2ccccc2)n1	-4.8	-2.1	-0.1	2.2	-2.1	-1.5	2.1	1.6	1.5	5.5	5.5
N#CN=C1CCCCCN1CC(N)=O	-7.4	-2.6	/	2.6	-0.3	-0.5	/	-2.1	0.9	-0.5	1.5
C=CCn1c(SCC(=O)N2CCN(C(=O)c3ccco3)CC2)nc2sc(CC)cc2c1=O	-15.4	-4.9	-4.3	-11.6	-1.6	-0.4	10.9	-7.2	-12.6	1.0	8.0
COc1ccc(OC)c(S(=O)(=O)Nc2cccc(-c3ccc(N4CCCCCC4)nn3)c2)c1	254.1	-0.6	-7.5	-6.8	0.1	-1.0	-7.0	-5.2	-3.4	-3.3	5.1
Cc1ccc(C(=O)O/N=C(\N)c2ccccn2)cc1	-12.3	-5.3	54.3	2.2	-0.5	31.7	4.6	-1.2	1.4	7.0	-16.4
Cc1cccc(OCC(=O)NNC(=O)CCc2ccccc2)c1	/	-1.2	4.8	3.5	0.1	-2.9	-4.9	2.1	0.6	-0.5	-7.5
Cc1c(C(=O)NC2CCN(Cc3ccccc3)C2)oc2c(Cl)cccc12 (centres undefined)	-15.1	-6.1	-22.1	-11.8	-0.4	3.3	-7.9	-3.6	-15.8	-0.2	-20.8
COc1ccc(CNC(=O)C2CSCCS2)cc1 (centres undefined)	14.0	-3.3	-41.5	5.1	0.0	0.4	-1.0	-2.1	-4.0	-3.1	-0.3

Compound profiles, as listed above. Order of values: Mot1-301 SUMO | Keap1 Nrf2 FP | PfHsp90 set2 | Cardiac RTF inh | C-LANA FP | CDK5 inh | Rtt109 Vps75 | cardiac RTF act | dFosB activator | NSD2 inh | PvdQ inh
COc1ccc(OC)c(S(=O)(=O)Nc2cccc(-c3ccc(N4CCCCCC4)nn3)c2)c1 across the screens: 254.1 | -0.6 | -7.5 | -6.8 | 0.1 | -1.0 | -7.0 | -5.2 | -3.4 | -3.3 | 5.1
O=C(NC(=S)NCCCN1CCOCC1)c1ccc(Br)cc1 across the screens: / | 1.7 | -22.6 | 3.5 | -0.3 | -1.0 | 3.9 | 3.3 | 3.3 | -1.1 | -3.7

Part of the list above in order of molar mass, ascending:
SMILES	Mot1-301 SUMO	Keap1 Nrf2 FP	PfHsp90 set2	Cardiac RTF inh	C-LANA FP	CDK5 inh	Rtt109 Vps75	cardiac RTF act	dFosB activator	NSD2 inh	PvdQ inh
Cc1ccc(C(=O)O/N=C(\N)c2ccccn2)cc1	-12.3	-5.3	54.3	2.2	-0.5	31.7	4.6	-1.2	1.4	7.0	-16.4
Cc1cccc(OCC(=O)NNC(=O)CCc2ccccc2)c1	/	-1.2	4.8	3.5	0.1	-2.9	-4.9	2.1	0.6	-0.5	-7.5
COc1ccc(OC)c(S(=O)(=O)Nc2cccc(-c3ccc(N4CCCCCC4)nn3)c2)c1	254.1	-0.6	-7.5	-6.8	0.1	-1.0	-7.0	-5.2	-3.4	-3.3	5.1
Cc1cc(NC(=O)CCCSc2nc(-c3ccco3)cc(C(F)(F)F)n2)n(-c2ccccc2)n1	258.5	-4.8	19.2	-9.2	4.2	0.4	-27.4	-4.2	-19.7	/	-9.1

Back to the main list with the 3 entries that preceded the break.
SMILES	Mot1-301 SUMO	Keap1 Nrf2 FP	PfHsp90 set2	Cardiac RTF inh	C-LANA FP	CDK5 inh	Rtt109 Vps75	cardiac RTF act	dFosB activator	NSD2 inh	PvdQ inh
Cc1cccc(OCC(=O)NNC(=O)CCc2ccccc2)c1	/	-1.2	4.8	3.5	0.1	-2.9	-4.9	2.1	0.6	-0.5	-7.5
Cc1c(C(=O)NC2CCN(Cc3ccccc3)C2)oc2c(Cl)cccc12 (centres undefined)	-15.1	-6.1	-22.1	-11.8	-0.4	3.3	-7.9	-3.6	-15.8	-0.2	-20.8
COc1ccc(CNC(=O)C2CSCCS2)cc1 (centres undefined)	14.0	-3.3	-41.5	5.1	0.0	0.4	-1.0	-2.1	-4.0	-3.1	-0.3
O=S(=O)(NCCC1=CCCCC1)c1cccc(S(=O)(=O)N2CCOCC2)c1	841.5	4.0	11.1	-7.7	-0.6	-0.1	14.3	-3.7	-9.7	-1.6	1.7
Cc1oc2c(c1C(=O)c1ccccc1)C(=O)C(=O)c1ccccc1-2	12.8	-12.7	/	2.1	0.8	-1.5	-2.8	-3.7	-8.3	50.2*	14.8
Cc1c(NC(=O)c2cc(-c3ccc(O)cc3)on2)c(=O)n(-c2ccccc2)n1C	-2.7	-3.9	7.6	6.0	16.4	2.4	-4.5	-5.9	-6.5	-2.3	-18.3
O=C(Nc1ccccc1-c1nnc(SCc2ccccc2Cl)o1)c1ccccc1	-7.5	-3.4	-10.0	-4.4	-1.8	-3.1	11.8	1.1	-6.3	-1.3	-4.9
CC(C)c1ccc(C(C(=O)NC2CCCCC2)N(C(=O)c2ccccn2)c2cccnc2)cc1 (centres undefined)	-11.6	-0.2	-9.8	-3.9	-0.3	-0.8	/	1.8	-2.7	-0.8	5.0
CCc1c(C)sc(NC(=S)N2CCN(S(C)(=O)=O)CC2)c1C(=O)OC	8.0	-1.3	-5.7	-10.3	1.5	-2.1	21.3	-2.1	3.7	0.9	-0.8
CC(C)(C)NCC(O)(c1ccc(Cl)cc1)c1ccc(Cl)cc1	-5.6	2.1	2.1	-6.4	-2.0	-0.9	9.4	5.0	1.1	-11.5	-15.4
CN1CCCC(OC(=O)c2cccc(Br)c2)C1 (centres undefined)	-13.6	2.5	34.4	-6.8	-0.1	0.6	1.9	1.9	7.1	6.9	-6.1
O=C(Nc1ccccc1Sc1ccccc1)c1ccccc1F	/	0.0	14.8	-13.2	-2.2	-1.1	6.3	-2.2	-0.8	22.9	-13.1
O=C(/C=C/c1cccnc1)c1cc(F)ccc1O	-14.9	-2.7	-44.0	-5.9	3.7	0.4	0.2	0.6	-0.8	0.3	11.3
CCc1cc2c(=O)c(-c3nc(C)cs3)c(CCCC(=O)O)oc2cc1O	-4.3	0.5	3.7	0.2	-0.2	-1.1	3.7	1.5	-5.9	-7.9	-6.9
